Tb MetRS inh: T. brucei MetRS inhibitors, primary screen, biochemical, luminescence; methionyl-tRNA synthetase (Trypanosoma brucei brucei); purified T. brucei MetRS, ATP depletion, Kinase-Glo luminescence; inhibition, % at 11.9 µM; 360,000 tested, 0.4% active;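 active = inhibition above a per-plate cutoff of the control wells' mean inhibition plus 3 SD, cut at about 5.5% in these data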;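 note: 0% = DMSO wells median and 100% = median of wells with control inhibitor compound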
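Material – parasite MetRS enzyme · Medium – HEPES-MgCl2-KCl buffer plus DTT, spermine, BSA, pyrophosphatase · Reagent – ATP, methionine and E. coli bulk tRNA substrates · Times – 15 min enzyme-compound preincubation, 2 h reaction, 10 min detection, 25 °C · Measured by – luminescence of leftover ATP · Evaluation – percent inhibition relative to median high and low control wells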
CSN deneddyl inh: inhibitors of CSN-mediated cullin deneddylation, primary screen, biochemical, fluorescence polarization, uHTS | Purified CSN, SCF-Nedd8-OG deneddylation | inhibition, % at 12.5 µM | AID 651999, 2013 | 360,000 tested, 0.38% active;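 active = pattern-corrected inhibition above about 35%, with an unprinted fluorescence ratio check between 0.5 and 1.5, limit read from the data, passing the limit was not always enough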;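 note: 0% = enzyme with substrate and 100% = substrate without enzyme; some results filed as inactive read as strong as hits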
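Material: human Csn5 produced in HEK293T cells; Input: enzyme 0.24 nM; Reagent: SCFSkp2-Nedd8OG substrate at 10 nM final; Dosing: 12.5 µM compound; Incubation: 90 min reaction at room temperature; Detection: fluorescence polarization of the substrate; Evaluation: % inhibition of substrate cleavage by Csn5; Control set: substrate-only high control, full reaction low control.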
MsrA inh: bovine MsrA enzyme inhibitors, primary screen, biochemical, absorbance, HTS. 360,000 tested, 0.75% active. inhibition, % at 15.5 µM. AID 651718, 2012. purified bovine MsrA, absorbance read-out. Methionine sulfoxide reductase A (Bos taurus); in the data active = inhibition above about 4.5%;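 note: 0% = vehicle wells with enzyme and 100% = reference inhibitor wells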
eLon inh: inhibitors of E. coli Lon protease, primary screen, biochemical, fluorescence polarization | inhibition, % at 7.94 µM | 360,000 tested, 0.42% active | purified E. coli Lon protease; in the data active = inhibition above about 13%, passing the limit was not always enough;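 note: 0% = enzyme with probe and DMSO and 100% = no enzyme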
FAS-TE inh: FAS thioesterase domain inhibitors, primary screen, biochemical, fluorescence intensity, uHTS; Fatty acid synthase (Homo sapiens), P49327; recombinant FAS-TE, OMFH fluorogenic substrate, fluorescence endpoint; inhibition, % at 15 µM; 360,000 tested, 0.67% active; AID 602261, 2012;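 active = compounds whose normalised, plate-corrected inhibition of enzyme fluorescence in the single-dose primary screen is 50% or more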;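 note: 0% = DMSO with enzyme and 100% = substrate without enzyme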
bovine MsrA act: bovine MsrA enzyme activators, primary screen, biochemical, absorbance, HTS. activation, % at 10.6 µM. AID 602163, 2012. purified bovine MsrA, absorbance read-out. 360,000 tested, 0.3% active; in the data active = activation above about 7.5%;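 note: 0% = vehicle and 100% = reference activator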
Neddylation inh: inhibitors of cullin neddylation, primary screen, biochemical, TR-FRET, uHTS, NAE and Ubc12; NEDD8-conjugating enzyme Ubc12 (Homo sapiens) + NEDD8-activating enzyme E1 regulatory …; calls only at 25 µM; 360,000 tested, 0.58% active; in the data active = inhibition above about 36%
MLLE-PAM2 inh: inhibitors of PABP1 MLLE–PAM2 peptide binding, primary screen, biochemical, fluorescence polarization, FITC-PAM2, GST-MLLE; Polyadenylate-binding protein 1 (Homo sapiens), P11940; inhibition, % at 20 µM; 360,000 tested, 0.36% active; AID 588489, 2011; in the data active = inhibition above about 35%, passing the limit was not always enough;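 note: plate controls were DMSO wells with GST-MLLE for no effect and wells lacking GST-MLLE protein for full effect; some results filed as inactive read as strong as hits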
Rin1-Abl PPI inh: inhibitors of Rin1-Abl protein binding, primary screen, biochemical, TR-FRET | inhibition, % at 7.35 µM | 360,000 tested, 0.4% active; in the data active = inhibition above about 5%, passing the limit was not always enough
* marks the source's active call; other numbers are inactive results; i = inactive; · = no result given.

Values run as follows: Tb MetRS inh, eLon inh, MLLE-PAM2 inh, Rin1-Abl PPI inh, CSN deneddyl inh, MsrA inh, Neddylation inh, bovine MsrA act, FAS-TE inh
O=C1CC2CS(=O)(=O)CC2N1c1ccc(Cl)cc1Cl (configuration not stated)
 : -1.1, -7, 10, -4, 1, 0.0, i, -3, -1
CCO[C@@H]1OC(C(=O)N2CCN(Cc3ccc4c(c3)OCO4)CC2)=C[C@H](C)[C@H]1CCCO
 : -0.5, 7, -3, 4, -5, -0.4, i, -8, -12
COc1ccc(CCNC(=O)COC(=O)c2cnccn2)cc1
 : -1.4, 0, 0, 3, -3, 0.7, i, -12, -10
Cc1ccccc1-n1nc2c(c1NC(=O)c1ccc(S(=O)(=O)N(C)C)cc1)CSC2
 : -1.3, 13, 11, 4, -2, 0.3, i, -4, 3
CC(C)COc1ccc(C(=O)N/C(=C/c2cccc([N+](=O)[O-])c2)C(=O)O)cc1
 : 0.4, 1, -3, -3, -1, 0.0, i, -2, 57*
Cc1[nH]c2ccccc2c1C(=O)CN1CCCC1
 : 0.8, -5, 2, 1, 0, 0.8, i, -2, -7
O=[N+]([O-])c1csc2ccccc12
 : -0.3, 12, 7, 4, -2, 0.4, i, -3, -8
Cc1ccc(NC(=O)CCC(=O)NNC(=O)NC23CC4CC(CC(C4)C2)C3)cc1C
 : -0.3, 3, 3, -1, 1, 0.6, i, 9.0*, 5
CN(C)S(=O)(=O)c1ccc(Cl)c(NC(=O)CSc2nnnn2-c2ccc(O)cc2)c1
 : 0.2, -8, -16, 3, 5, -0.6, i, -5, 0
COc1cc(C(=O)COC(=O)C2CCN(c3ccc(C(F)(F)F)cn3)CC2)ccc1OC(F)F
 : 0.4, 5, -3, -1, 2, 1.0, i, -2, 20
O=C(/C=C\c1ccccc1)Nc1ccc(NC(=O)c2ccco2)cc1
 : -0.7, 3, -4, 2, -13, 2.6, i, -7, 5
CCC(=O)NC(Nc1cc(C)cc(C)n1)(C(F)(F)F)C(F)(F)F
 : -1.4, -1, 7, 1, -1, 0.1, i, -14, -6
O=C(NCc1ccncc1)c1cc2ccccc2nc1Cl
 : -0.6, -4, -11, -3, 3, -0.6, i, -6, -7
CC1CCN(C(=O)c2ccc(-c3ccccc3Cl)o2)CC1
 : -0.8, -5, 8, 4, 3, -0.2, i, -10, 23
CCCc1cc(=O)[nH]c(SCC(=O)Nc2cccc(S(=O)(=O)N3CCOCC3)c2)n1
 : 0.2, 2, 3, -2, -1, 0.7, i, 0, -4
CCOC(=O)c1nn(-c2cccc(OC)c2)c2nc(Nc3ccccc3)cc(=O)n12
 : -0.9, -9, -45, -4, 30, 0.5, i, -1, -15
Cc1ccc(Cc2c(-c3cccc(Br)c3)nc3cc(C)c(Br)c(C)n23)cc1
 : 0.9, -5, -1, 3, -2, 0.0, i, -6, 5
O=C1CCC(=O)N1c1nc2n(n1)C(c1ccccc1)C=C(c1ccc(Br)cc1)N2 (configuration not stated)
 : -1.3, 5, 26, -1, -3, 0.0, ·, -13, -5
COc1ccccc1N(C(=O)c1snc(C(N)=O)c1N)C(C(=O)NC1CCCC1)c1ccc2ncccc2c1 (configuration not stated)
 : -0.1, -6, -3, 5, 1, 0.3, ·, -3, 3
COc1ccccc1C(=O)NCC(=O)OCC(=O)Nc1cccc(S(=O)(=O)N2CCCCCC2)c1
 : -1.1, 0, -10, 2, -8, -1.5, i, -5, -8
CCCCOc1ccc(NS(=O)(=O)c2ccc(-n3cnnn3)cc2)cc1
 : 0.4, 2, 12, 0, -3, 0.4, i, -2, 6
O=C(Nc1ccc2c(c1)OCCO2)c1ccc(Cl)c(Cl)c1
 : -1.0, 5, -4, -1, 0, -0.6, i, -3, 18
Cc1ccccc1NC(=O)c1ccc(-c2ccc(Cl)cc2Cl)o1
 : -0.3, 5, -8, 0, 3, 2.1, i, -2, 10
Cc1cc2ncn(-c3ncccc3[N+](=O)[O-])c2cc1C
 : -0.5, 25*, 61*, -3, -1, 0.5, i, -1, -5
CC(=O)Nc1cccc(NC(=O)CSc2ccc(-c3ccco3)nn2)c1
 : -0.5, -1, 17, 3, 5, 0.1, i, 5, -1
CCOc1ccc(C2c3[nH]c4ccccc4c3CCN2Cc2cn(CC)nc2C)cc1 (configuration not stated)
 : -0.4, -8, 1, 1, 7, 0.0, i, -8, -1
CCN(c1ccc(F)cc1)S(=O)(=O)c1ccc2[nH]cc(C(=O)NCCCN3CCOCC3)c(=O)c2c1
 : -1.1, -4, -6, 2, 7, -0.6, i, -5, -6
CC(C)C1C(=O)N(Cc2cn(Cc3ccco3)nn2)CCS(=O)(=O)N1Cc1ccc(-c2ccc(F)cc2)cc1 (configuration not stated)
 : -0.9, -8, -12, -2, 0, 0.1, i, 0, 20
Cc1ccc2c(c1)N(CCCC(=O)NCCCN1CCCC1=O)C(=O)CO2
 : -0.2, -5, -6, 4, 0, -0.8, i, 3, -4
O=C(CC1Oc2ccccc2NC1=O)NCCCN1CCOCC1 (configuration not stated)
 : -0.6, -6, -12, -2, -3, -0.9, i, 0, -1
Cc1cc(NC(=O)c2cc(-c3ccccc3)on2)n(-c2ccccc2)n1
 : -0.9, -23, 9, -3, -3, -0.2, ·, -4, -6
COc1cc2c(cc1OC)CN(CC(=O)NC(=O)NC(C)(C)C)CC2
 : -1.3, -6, -12, 2, -1, 0.1, ·, -6, -6
Cc1ccc(-c2nnc(CCC(=O)NCc3csc(C)n3)o2)s1
 : -0.2, -2, -6, 2, -1, -0.2, i, -6, -6
COc1cc(F)c(S(=O)(=O)N2CCOc3ccccc32)cc1OC
 : -1.4, 1, 12, 2, -2, -0.5, i, -7, 2
CC(=O)c1c(N2CCCCC2)nc(=S)n(-c2ccccc2)c1C
 : -0.5, 11, 19, 1, 6, -0.4, i, 2, -4
CCOC(=O)N1CCN(S(=O)(=O)c2cc(OCC)ccc2OCC)CC1
 : -1.1, -4, -1, 0, 0, -0.3, i, -9, -3
Cc1c(NC2(C#N)CCCC2)c(=O)n(-c2ccccc2)n1C
 : -0.1, -4, -8, 3, -1, ·, i, -4, -8
CC/C(=N\NC(=O)OC)c1ccc(OC(F)F)cc1
 : -1.0, 9, 0, 7, -3, 0.0, i, -8, -3
COC(=O)C1CCN(C(=O)Nc2ccc(OC)cc2)CC1
 : 0.5, 3, 2, -1, -4, 0.6, i, -1, -1
CCCCc1nc2sc3c(SCC(=O)NCc4ccco4)ncnc3c2c2c1CCC2
 : -0.3, -4, -26, -138, 14, 3.1, i, -4, -2
CCN(CC)S(=O)(=O)c1ccc(C(=O)OCC(=O)NCc2ccco2)cc1
 : -0.1, -3, 1, -2, 2, -1.0, i, -5, 1
COc1ccc(CCN(C)CCC(=O)Nc2cccc(C)c2)cc1OC
 : -0.9, -3, 6, -1, -6, -0.9, i, -3, -12
COC(=O)C1C(O)=C(C=Nc2ccc(N)cc2)C(=O)CC1(C)C (configuration not stated)
 : 0.5, -1, -12, -3, 3, 1.6, i, 1, -7
CSCCC(NC(=O)c1ccco1)C(=O)NC1CCC(C)CC1 (configuration not stated)
 : -0.2, -8, 5, 2, -3, -0.5, i, 0, -4
Cc1ccc(-c2csc3nc(-c4ccncc4)[nH]c(=O)c23)cc1
 : 0.1, -7, -127, -3, 44*, -0.2, i, 1, -12
O=[N+]([O-])c1ccc(Nc2nccc(Cl)n2)cc1
 : 0.4, 3, 6, -2, 2, 2.3, i, -2, 8
Cc1ccc(S(=O)(=O)N2CCC(C(=O)NCCN3CCOCC3)CC2)cc1
 : 0.2, -9, 0, -3, 4, 1.2, i, 1, -12
O=C(NCCCN1CCCC1=O)C1CCN(S(=O)(=O)c2ccc(Cl)cc2)CC1
 : -0.2, 0, 7, 2, 3, 0.0, i, 0, -2
COCCNC(=O)CSc1ncnc2sc(-c3ccccc3)cc12
 : -0.2, -2, -18, -2, -2, -0.4, i, -9, 2
COC(=O)[C@H](C)NC(=O)NC1CCN(Cc2ccccc2)CC1
 : -0.8, -3, -11, -4, -6, 1.1, i, -8, -9
COc1ccc(CC(=S)N2CCOCC2)cc1
 : -1.0, 0, 24, 3, -2, -0.8, i, -10, -6
COc1ccc(NC(=O)c2cc(S(=O)(=O)N3CCCCC3)ccc2OC)cc1
 : -0.2, 5, 6, 7, 1, -1.0, i, -4, 8
COCC(=O)Nc1ccccc1C#N
 : 0.2, 8, 2, -4, 5, -0.5, i, -2, -9
CSc1ccccc1C(=O)OCC(=O)Nc1c(C)n(C)n(-c2ccccc2)c1=O
 : -0.1, -5, 19, 3, 1, 0.7, i, -1, -2
Cn1cccc1CC(=O)NNC(=S)NC(=O)c1ccc(F)cc1
 : -0.8, 6, 17, 3, 0, 2.9, i, -1, -4
COc1cc(/C=C/C(=O)O)cc(S(=O)(=O)Nc2ccc3c(c2)CCC3)c1OC
 : -1.3, 4, 0, 2, 1, 1.0, i, -12, 0
CCN(CC)C(=O)C1CCN(Cc2cccc(OCc3ccccc3)c2)CC1
 : 0.1, 5, -6, -1, 1, -1.6, i, 1, -4
COc1ccc(S(=O)(=O)N2CCCC(C(=O)N3CCN(C)CC3)C2)cc1C (configuration not stated)
 : -1.1, 1, -8, -2, 2, 1.3, i, -2, -7
Cc1nc2ccccn2c1CN(C)C(=O)C1CCC(=O)N(Cc2cccc(F)c2)C1 (configuration not stated)
 : -0.2, -3, 16, 0, 2, 0.4, i, -4, -9
Cc1cccc(OCC(=O)Nc2ccc3c(c2)nc(CCN2CCC(C)CC2)n3C)c1
 : -0.1, 3, 14, 1, 3, -0.7, i, 0, -5

(further entries)
Values run as follows: Tb MetRS inh, eLon inh, MLLE-PAM2 inh, Rin1-Abl PPI inh, CSN deneddyl inh, MsrA inh, Neddylation inh, bovine MsrA act, FAS-TE inh
O=S(=O)(c1ccc(-c2csc(Nc3ccc(F)cc3)n2)cc1)N1CCCC1
 : -0.6, -1, -5, 3, -4, -0.5, i, -7, 65*
O=C(CCSc1ccc(F)cc1)NNC(=O)c1ccccc1Cl
 : 0.0, 0, 8, -3, -1, -0.6, i, -3, -4
Cc1ccc(S(=O)(=O)c2ccc(Cl)cc2)cc1S(=O)(=O)N(C)CC(=O)O
 : -1.0, 2, -13, -3, -1, 0.9, i, -10, -10
O=C(COC(=O)C1CCN(S(=O)(=O)c2ccccc2)CC1)NCCc1ccccc1
 : -0.5, -8, -2, 2, 0, 0.0, i, -4, 2
O=C(Nc1nc2ccccc2s1)C1CCN(C(=O)c2ccco2)CC1
 : -0.8, -3, -8, -2, -2, -1.6, i, -4, 5
O=C(O)c1cc2ccccc2c2cc(Br)ccc12
 : 0.1, -4, -4, -8, -1, 0.1, i, -1, 0
Cc1ccccc1NC(=O)CCCCCN1C(=O)[C@@H]2Cc3ccccc3CN2C1=O
 : 0.0, -5, -2, 1, -4, -0.4, i, -1, -8
Cc1ccnc2nc(C(=O)Nc3nc(-c4ccccn4)cs3)nn12
 : 0.6, 1, -5, -3, 0, 2.4, i, -4, -6
COc1ccc(S(=O)(=O)Nc2c(C)n(C)n(-c3ccccc3)c2=O)cc1
 : -1.3, 2, 11, 0, 0, 0.8, i, -10, -2

Screening results as filed in PubChem BioAssay.
